Efa HMGR inh: inhibitors of class II HMG-CoA reductase from Enterococcus faecalis. purified E. faecalis HMGR, NADPH absorbance 340 nm kinetic. inhibition, % at 10 µM. 190,000 compounds, 0.41% hits. AID 1066;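 active = inhibition above a set limit, the median over all tested compounds plus 3 SD, cut at about 9.5% in these data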;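 also: enzyme runs in reverse so mevalonate oxidation gives rising NADPH absorbance; 0% = complete reaction with DMSO and 100% = background rate lacking mevalonate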
PPARg SRC-3 ag: agonists of human PPARgamma SRC-3 coactivator recruitment; P37231; biochemical PPARgamma/SRC-3 coactivator recruitment assay; activation, % at 8 µM; 200,000 compounds, 0.26% hits; AID 731; in the data active = activation above about 23%;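 also: 0% = DMSO and 100% = reference agonist; some compounds past the cut are filed as inactive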
Target sequence (P37231 whole entry, looked up): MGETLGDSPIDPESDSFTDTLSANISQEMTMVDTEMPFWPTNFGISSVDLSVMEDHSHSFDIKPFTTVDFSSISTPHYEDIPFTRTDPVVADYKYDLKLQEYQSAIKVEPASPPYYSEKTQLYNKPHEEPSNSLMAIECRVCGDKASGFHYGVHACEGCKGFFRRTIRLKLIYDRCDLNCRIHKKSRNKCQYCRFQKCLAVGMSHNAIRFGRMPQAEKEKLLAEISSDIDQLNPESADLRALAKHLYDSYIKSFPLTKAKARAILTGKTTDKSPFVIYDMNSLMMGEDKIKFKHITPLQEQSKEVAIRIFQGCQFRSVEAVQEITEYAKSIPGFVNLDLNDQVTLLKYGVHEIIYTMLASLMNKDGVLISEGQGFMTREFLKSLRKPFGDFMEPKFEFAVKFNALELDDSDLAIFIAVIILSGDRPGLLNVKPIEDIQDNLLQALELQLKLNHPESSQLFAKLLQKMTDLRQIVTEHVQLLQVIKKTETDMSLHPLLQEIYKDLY
bIAP activator: intestinal alkaline phosphatase (bovine) activation. purified bovine IAP, CDP-star luminescence, 30 min; stronger effect = higher value; fold of DMSO-control signal, blank-subtracted. activation factor at 20 µM. 200,000 compounds, 0.17% hits;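 active = activation factor of 2 or more at 20 µM, a signal rise over negative controls twice the positive control's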
TR-FRET SRC-2 ct: TR-FRET artefact, counter-screen to PPARgamma/SRC-2 agonist assay; AID 1049; TR-FRET ratio at 8 µM; 200,000 compounds, 0.4% hits; stronger effect = higher value; in the data active = TR-FRET ratio above about 2000; also: inactives centre near 1500
PPARg SRC1 recr: promotes SRC-1 coactivator recruitment by human PPARgamma | P37231 | PPARgamma-SRC-1 coactivator recruitment biochemical assay | activation, % at 8 µM | 200,000 compounds, 0.41% hits; in the data active = activation above about 19%;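 also: 0% = DMSO and 100% = reference agonist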
TNAP act hiacc: TNAP (human) activation, high acceptor | P05186 | purified TNAP, CDP-star luminescence, 1 M DEA, 30 min; stronger effect = higher value; 0 = EDTA background, 1 = DMSO-only activity | activation factor at 20 µM | 200,000 tested, under 10 active;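 active = activation factor at least 2 at 20 µM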
Target sequence (P05186 whole entry, looked up): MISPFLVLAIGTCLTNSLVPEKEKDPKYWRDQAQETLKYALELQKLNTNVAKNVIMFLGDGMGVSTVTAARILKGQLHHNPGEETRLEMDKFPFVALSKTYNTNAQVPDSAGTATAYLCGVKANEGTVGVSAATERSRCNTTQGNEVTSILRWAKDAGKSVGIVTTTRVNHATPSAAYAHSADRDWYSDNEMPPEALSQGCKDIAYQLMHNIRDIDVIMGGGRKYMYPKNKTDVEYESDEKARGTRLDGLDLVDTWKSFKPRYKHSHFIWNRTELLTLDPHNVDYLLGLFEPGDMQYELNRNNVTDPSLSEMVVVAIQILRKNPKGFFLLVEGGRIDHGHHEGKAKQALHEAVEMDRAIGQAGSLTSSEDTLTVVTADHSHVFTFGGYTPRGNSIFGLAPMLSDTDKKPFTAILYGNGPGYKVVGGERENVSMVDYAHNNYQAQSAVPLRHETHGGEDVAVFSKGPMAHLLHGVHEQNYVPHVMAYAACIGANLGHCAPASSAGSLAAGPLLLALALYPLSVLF
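Dosing: 20 µM single point. System: human TNAP. Amount: TNAP 1/800 final. Incubation: 30 min, room temperature. Read-out: TNAP activation factor scaled between EDTA and DMSO control wells. Signal: luminescence from CDP-star hydrolysis. Medium: 1 M DEA, pH 9.8, Mg2+, Zn2+. Control set: EDTA negative control, DMSO positive control.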
PPARg SRC-2 ag: agonists of SRC-2 recruitment by human PPARgamma; 200,000 compounds, 0.34% hits; P37231; AID 1032; PPARgamma LBD-SRC-2 recruitment, biochemical; activation, % at 8 µM; in the data active = activation above about 22%;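 also: 0% = vehicle and 100% = reference agonist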
TNAP inh no acc: inhibitors of human TNAP without phosphate acceptor; P05186; purified TNAP, CDP-star luminescence, 30 min; inhibition, % at 20 µM; 200,000 compounds, 0.26% hits; AID 1012;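 active = tissue-nonspecific alkaline phosphatase inhibition above about 50% at 20 µM in the single-dose screen, limit read from the data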;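 also: 0% = DMSO negative control and 100% = EDTA positive control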
TNAP inh hiacc: blocks human TNAP under high phosphate acceptor concentration; P05186; purified TNAP, CDP-star luminescence, 1 M DEA; inhibition, % at 20 µM; 200,000 compounds, 0.03% hits; AID 1135;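 active = over 50% inhibition of tissue-nonspecific alkaline phosphatase at 20 µM in the single-dose screen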;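 also: plate controls were DMSO wells for no effect and EDTA-quenched wells as full inhibition for full effect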
bIAP inhibitor: intestinal alkaline phosphatase (bovine) inhibition; purified bovine IAP, CDP-star luminescence, 30 min; inhibition, % at 20 µM; 190,000 tested, under 10 active; AID 1019;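 active = over 50% inhibition of intestinal alkaline phosphatase at 20 µM in the single-dose screen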
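Assay system – bovine IAP enzyme · Quantity – bovine IAP at 1/65,000,000 final dilution · Detection – CDP-star luminescence signal · Times – 30 min reaction at room temperature · Also added – CDP-star substrate at 30 µM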
Numbers without * were called inactive; / = no result given.

SMILES	Efa HMGR inh	PPARg SRC-3 ag	bIAP activator	TR-FRET SRC-2 ct	PPARg SRC1 recr	TNAP act hiacc	PPARg SRC-2 ag	TNAP inh no acc	TNAP inh hiacc	bIAP inhibitor
CCn1c(SCC(=O)N2CCCC2)nc2ccccc2c1=O	-8.8	7.6	1.1	1702	9.5	1	9.4	-5.5	-0.7	-7.1
COc1ccc(NC(=O)CSc2nc(N)c(C#N)cc2C#N)cc1	-5.2	0.4	0.9	1720	4.6	1	2.3	3.9	2.9	5.6
O=c1c(Cl)c(NCCCO)cnn1-c1nc2ccccc2[nH]1	2.1	4.1	1.2	1702	1.7	1.1	4.7	-15.2	-6.7	-15.1
CN1OC2C(=O)N(c3ccccc3)C(=O)C2C1c1ccc(F)cc1 (stereo not given)	-0.9	-3.9	0.9	1426	-4.0	1	-1.9	-7.5	-4.0	10.0
O=C(Cc1ccccc1[N+](=O)[O-])NC1CC1	-6.3	0.4	1.2	1509	3.5	1	0.1	-2.8	-0.4	-20.7
COc1ccc(CCNC(=O)CSc2nc3ccccc3c3nc(CCN4CCCCC4)nn23)cc1OC	-5.3	-1.0	0.9	1621	-4.2	1.1	-6.3	-3.1	-6.1	10.0
O=S1(=O)CC=C(CSC(=S)NC2CCS(=O)(=O)C2)C1 (stereo not given)	14.9*	1.3	0.8	1704	6.7	1.1	0.6	-0.1	-7.2	15.2
COc1ccc(CCNC(=O)C(C(=O)c2ccccc2)n2cc(Cl)ccc2=O)cc1OC (stereo not given)	-4.6	-2.5	0.9	1570	4.5	1	-6.5	-10.5	-3.5	9.4
Cc1ccc(SCCNC(=O)c2ccccc2C)cc1	-6.6	-5.8	0.9	1385	-3.0	1	3.4	-6.9	-3.6	14.0
O=C(NC1CCCc2ccccc21)C(Cc1ccccc1)NS(=O)(=O)c1cccs1 (stereo not given)	-0.9	5.8	0.9	1509	-0.3	1	0.0	-13.9	-1.7	5.3
O=c1c2ccccc2nc(/C=C/c2ccc([N+](=O)[O-])cc2)n1CCCO	-2.3	-0.1	1	1715	7.8	1	0.1	-9.2	-2.6	-2.0
C=CCn1c(SCC(=O)c2ccc(Cl)s2)nc2ccccc2c1=O	3.2	3.3	1	1583	4.0	1.1	8.3	-10.8	-7.4	0.9
COc1ccc(NC2=C(C(C)=O)C(c3ccc(OC)cc3)C(C(C)=O)C(C)(O)C2)cc1 (stereo not given)	-11.0	-2.3	0.9	1762	1.1	1.1	3.3	-13.1	-7.4	5.1
COc1cccc(NC(=O)COc2c(F)c(F)c(C(F)(F)F)c(F)c2F)c1	-5.7	1.9	0.9	1486	-0.4	1	-5.2	-19.3	1.1	14.1
COc1ccc(/C(C)=N/Nc2cccc(C(=O)O)c2)cc1OC	-11.9	0.3	1.1	1428	-1.9	1	2.8	-15.1	2.1	-14.2
CCn1ccnc1CN(C)Cc1cn[nH]c1-c1ccc(OC)c(F)c1	0.9	2.8	1.2	1764	16.5	1	11.2	25.7	-2.4	-17.5
Cc1nnc(SCC(=O)NC2CCCc3ccccc32)n1-c1ccccc1 (stereo not given)	6.7	1.7	0.9	1897	9.1	1	2.6	-11.9	-3.4	6.6
Cc1ccc(C(=O)OCC(=O)NCc2ccco2)cc1	-4.1	1.1	1	1495	0.8	1.1	2.1	-16.6	-5.6	2.0
COc1ccc(N2C3=[N+](CC2(C)O)c2ccccc2CC3)cc1 (stereo not given)	-4.7	4.1	1	1727	9.7	1.1	-0.5	-6.4	-5.8	-0.9
O=C(CN1CCN(Cc2ccc3c(c2)OCO3)CC1)N1CCc2[nH]c3ccccc3c2C1	-7.1	6.8	1.1	1510	13.3	1.1	3.1	-3.7	-6.0	-12.2
CCSc1nnc2n1C(C)(C)Cc1ccccc1-2	-0.1	-0.7	1	1653	6.7	1	10.2	-5.4	4.1	4.0
CC1=CC(C)C2C(=O)N(c3ccccc3)NC(=O)C2C1 (stereo not given)	-3.1	-3.1	1.3	1394	-2.9	1	-0.8	0.1	4.7	-28.1
COCCN(CCOC)C(=S)Nc1ccccc1	2.5	1.0	1.3	1395	-0.3	1	-6.5	-13.2	-4.7	-25.9
Fc1ccccc1CSc1nnc(-c2cccnc2)o1	4.3	-1.6	1.1	1576	9.7	1	2.9	-4.0	-0.3	-5.5
C=CCC(C=C)[N+]1(CC(=O)OC)CCCCC1 (stereo not given)	-1.8	-3.4	1	1466	-9.0	1	-6.1	-7.9	-2.3	-3.7
Nc1nc(SCC(=O)O)[nH]c(=O)c1NC(=O)c1ccccc1F	-4.0	3.5	1	1519	8.6	1.1	2.4	-7.2	-5.6	-3.6
COc1ccc(N=C(C)C2=C(O)c3ccccc3C2=O)cc1	0.7	-2.6	0.9	1460	-6.2	1	-11.1	-3.0	-3.8	9.9
O=C(O)c1cccnc1NC1CCCC1	-1.1	-2.9	1	1369	4.7	1	4.8	12.6	-0.7	4.6
COC(=O)Nc1ccc(SCC(=O)c2ccccc2)cc1	1.4	-3.6	0.9	1649	5.6	1.1	15.3	-17.3	-5.2	10.3
CCOC(=O)NC(=O)/C(C#N)=N/Nc1ccc(F)cc1	0.1	-8.3	0.9	1437	3.7	1.1	-1.8	-0.2	-10.2	8.2
c1cc2c(cc1C1=NNC(=NC3CC3)SC1)OCCO2	6.6	2.0	1	1404	0.8	1	3.6	-4.5	3.7	2.0
CCCCCC(=O)NC(=S)Nc1ccc(NC(=O)c2ccco2)cc1	-2.1	-3.0	0.9	1601	11.6	1	5.9	-7.0	-2.1	8.8
Cc1ccccc1N(CC(=O)Nc1ccccc1C(=O)O)S(C)(=O)=O	0.7	2.5	1	1561	-6.0	1	-1.5	-16.4	-2.3	0.0
COc1ccc(-c2nnc(NC(=O)C(C)C)s2)c(OC)c1	0.6	1.6	1	1632	5.1	1	11.1	-19.6	-4.0	0.7
COc1ccc(/C=C/C(=O)OCC(=O)NCc2ccco2)c(OC)c1	-3.4	-3.1	1.2	1574	-2.8	1	-1.7	-2.8	-3.4	-16.6
COc1ccc([N+](=O)[O-])cc1NC(=O)COC(C)=O	-1.8	5.2	1.2	1458	-6.0	1	-0.4	-12.3	0.1	-19.0
CC(C)c1cc(N2CCC(=O)NC2=O)cc(C(=O)O)c1O	0.1	1.1	0.9	1525	6.8	1	6.0	-9.5	-1.3	13.5
CCOC(=O)c1sc(=NC(=O)COc2ccc(Cl)cc2)n(C)c1C	-3.7	3.1	0.9	1448	-2.7	1	4.8	-10.3	-4.5	11.5
C=CCn1c(-c2cccnc2Cl)nc2cc(Cl)c(Cl)cc21	0.1	0.8	1	1350	4.5	1	3.3	-4.3	-0.5	2.1
COc1cccc(-c2nc3sc4c(c3c(=O)[nH]2)CCCCC4)c1	0.4	-1.1	1.1	1580	-1.5	1	4.8	-12.5	-2.6	-11.0

Complete entries, quoted from the list. Values in the order: Efa HMGR inh | PPARg SRC-3 ag | bIAP activator | TR-FRET SRC-2 ct | PPARg SRC1 recr | TNAP act hiacc | PPARg SRC-2 ag | TNAP inh no acc | TNAP inh hiacc | bIAP inhibitor
`COC(=O)Nc1ccc(SCC(=O)c2ccccc2)cc1` is listed as 1.4 | -3.6 | 0.9 | 1649 | 5.6 | 1.1 | 15.3 | -17.3 | -5.2 | 10.3
`CCSc1nnc2n1C(C)(C)Cc1ccccc1-2` is listed as -0.1 | -0.7 | 1 | 1653 | 6.7 | 1 | 10.2 | -5.4 | 4.1 | 4.0
`Nc1nc(SCC(=O)O)[nH]c(=O)c1NC(=O)c1ccccc1F` is listed as -4.0 | 3.5 | 1 | 1519 | 8.6 | 1.1 | 2.4 | -7.2 | -5.6 | -3.6

(listing goes on)
SMILES	Efa HMGR inh	PPARg SRC-3 ag	bIAP activator	TR-FRET SRC-2 ct	PPARg SRC1 recr	TNAP act hiacc	PPARg SRC-2 ag	TNAP inh no acc	TNAP inh hiacc	bIAP inhibitor
COc1ccc(CCNS(=O)(=O)c2cn(C)c(=O)n(C)c2=O)cc1OC	2.7	7.1	0.9	1441	-3.9	1	2.1	-8.7	-2.4	5.8
O=C(O)C1CCCN(S(=O)(=O)c2ccc(Br)s2)C1 (stereo not given)	-7.8	3.6	1.1	1451	6.5	1	4.4	-4.8	-3.2	-6.9
C=CCOc1ccc(C2NC(=S)NC(C)=C2C(=O)c2ccccc2)cc1OC (stereo not given)	-8.1	4.0	0.8	1388	-8.6	1	-0.8	-2.9	3.3	16.1
O=S1(=O)N=C(N(Cc2cccs2)c2ccc(O)cc2)c2ccccc21	1.4	0.1	1.2	1570	-3.4	1	4.3	-2.4	-3.2	-18.8
CCCCCCc1cc2cc(-c3nnc(-c4cccc(OC)c4)o3)c(=O)oc2cc1O	/	-5.4	/	1525	-0.8	/	2.4	/	/	/
Cc1cc(NC(=O)CSc2nnc(-c3ccccc3)n2Cc2ccco2)no1	-4.1	4.8	1	1300	4.0	1.1	-1.5	-0.2	-5.2	4.5
COc1cc(C(=O)OCc2cc3ccccc3[nH]c2=O)cc(OC)c1OC	-2.5	10.0	1	1278	0.0	1	6.2	-1.7	3.8	-0.3
CC(Oc1ccc(Cl)cc1Cl)C(=O)Nc1ncccn1 (stereo not given)	-5.8	6.1	1	1638	3.4	1	6.5	-8.8	3.5	1.5
CCOC(=O)C1CCN(CCC(=O)Nc2cccc(Cl)c2C)CC1	-4.6	-6.5	1	1369	-6.6	1	-6.8	-9.1	-1.1	-3.0
CNC(=S)NNc1ccccc1[N+](=O)[O-]	-2.8	0.6	1	1453	3.8	0.8	-2.8	12.3	17.3	0.7
O=C(/C(C=Nc1cc2c(oc1=O)CCCC2=O)=C(\O)c1ccccc1)c1ccccc1	1.6	-1.2	1	1684	-4.9	1	-2.0	22.5	2.0	-0.3
CC(CN(C)Cc1ccccc1)OC(=O)c1cccc(F)c1 (stereo not given)	-4.1	1.5	1.1	1409	-0.9	1	-6.5	-4.0	-1.7	-7.2
CCC(=O)Nc1ccc(Nc2nc(C)c([N+](=O)[O-])c(Nc3ccc(NC(=O)CC)cc3)n2)cc1	-2.3	-0.6	0.8	1439	5.2	1	-6.7	-0.6	4.8	15.6
CCCCN(c1ccccc1)S(=O)(=O)N(C)C	-2.8	0.9	1	1403	-7.6	1.1	1.1	-10.7	-5.3	-2.4
COc1ccc(N/C=C/C(=O)C(C)(C)C)cc1	-1.2	4.0	0.9	1602	8.8	1.1	0.0	-4.6	-7.8	6.0
Nn1c(SCC(=O)N2CCOCC2)nnc1-c1ccc(Cl)cc1Cl	-4.2	5.6	1	1646	5.3	1	3.6	-3.4	-3.6	4.9
O=C(CSc1ccc(-c2ccccn2)nn1)NCc1ccc(Cl)cc1	-7.1	10.2	0.9	1662	6.5	1.1	8.0	5.6	-5.2	11.1
CCN(CC)c1ccc(-n2cc3c(=O)n(C)c(=O)n(C)c3c2)cc1	2.6	0.3	1.1	1464	0.1	1.1	0.1	-13.6	-7.7	-12.9
CCC1CCC2(CC1)NC(=O)N(CC(=O)c1c(C)[nH]c3ccccc13)C2=O (stereo not given)	-3.9	0.2	0.7	1535	7.7	0.9	-5.2	6.1	6.2	26.7
CC(=O)/C(=C/N(C)C)C(=O)Nc1ccc(Cl)cc1Cl	5.8	7.4	0.9	1573	0.0	1	8.8	-3.0	0.5	5.6
O=C1C(=O)N(Cc2ccco2)C(c2cccc(Cl)c2)/C1=C(\O)c1ccc2c(c1)OCCO2 (stereo not given)	-0.7	7.8	0.8	1613	10.3	1	5.1	1.5	2.4	23.3
CC(=O)Nc1c(OC(C)=O)ccc2c(C)cc(=O)oc12	1.2	2.2	1	1559	2.2	1	0.8	-9.9	-2.2	4.0
